S-ASM inh: human S-ASM enzyme inhibition | Potency, µM (doses to about 57.5 µM), for the others: at the top dose activity change, negative = inhibition, actives largely listed as inhibitors | AID 504937 | P17405 | 340,000 compounds, 0.006% hits | placental ASM, HMU-PC fluorogenic substrate, 60 min; also: potency is read from the fitted curve at half-maximal effect
Target sequence (P17405 47-631 limits assumed): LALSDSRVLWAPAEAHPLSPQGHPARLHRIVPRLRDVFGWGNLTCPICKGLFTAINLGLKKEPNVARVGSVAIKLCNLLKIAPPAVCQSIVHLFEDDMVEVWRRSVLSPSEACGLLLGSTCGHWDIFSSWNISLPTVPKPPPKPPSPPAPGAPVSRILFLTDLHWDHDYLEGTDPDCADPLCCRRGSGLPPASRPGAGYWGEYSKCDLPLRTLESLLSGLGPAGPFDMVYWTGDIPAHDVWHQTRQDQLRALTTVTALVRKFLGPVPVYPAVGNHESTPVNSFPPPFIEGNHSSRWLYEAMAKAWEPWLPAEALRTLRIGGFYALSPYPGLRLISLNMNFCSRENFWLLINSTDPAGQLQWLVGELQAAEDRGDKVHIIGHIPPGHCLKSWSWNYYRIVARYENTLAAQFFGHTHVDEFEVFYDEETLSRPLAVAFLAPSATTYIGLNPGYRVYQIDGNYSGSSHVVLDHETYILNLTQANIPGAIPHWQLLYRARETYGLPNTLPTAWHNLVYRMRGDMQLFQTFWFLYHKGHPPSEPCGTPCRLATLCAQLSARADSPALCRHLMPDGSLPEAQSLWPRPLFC
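Fluorescence read-out (Ex 386 nm, Em 447 nm) after stopping the reaction at pH 10. Enzyme: ASM from human placenta; substrate HMU-PC0, 9 uM final; 60 min, 37 °C. Compound preincubation 10 min, ambient temperature.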
BCR signal inh: blocks chronic active B-cell receptor signaling; ABC-DLBCL IkBa-CBG/CBR reporter, luminescence ratio, 4 h; Potency, µM (doses to about 46.1 µM), inactives show top-dose ratio change, negative = lower green/red ratio, most hits filed as inhibitors; 340,000 compounds, 0.05% hits; AID 493014; active = well fitted inhibition curve with a large enough effect in the signal ratio, with a control signal flat, not every such curve was filed as active; inconclusive = small, poorly fitted or top-dose-only effect, or effect the other way, or a change in a side signal; the % refers to the signal ratio;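 also: potency is read from the fitted curve at half-maximal effect; plate controls were basal doxycycline-induced cells for no effect and cells given 10 µM MG132 for full effect; MG132 reads +100%, hits lower the ratio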
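Compounds up to 46 uM were incubated four hours with TMD8 cells whose green CBG68 luciferase is fused to IkappaBalpha; red CBR luminescence normalised the signal, and concentration-effect curves were fitted to fusion, red and ratio data.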
AT treatment: potential ataxia-telangiectasia treatment; Potency, µM (top dose mostly 57.5 µM), for the others: at the highest dose activation, usual class: activators; AID 485349; 320,000 compounds, 0.19% hits; […] A-T fibroblasts, KAP-1 phosphorylation AlphaLISA; neocarzinostatin DNA damage 30 min before lysis; also: potency is read from the fitted curve at half-maximal effect; % of control where 0% means no effect; nearly all actives have a fitted effect of over 45% in size
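ATM-like activity read as KAP-1 phosphorylation via AlphaLISA donor/acceptor antibody pairs after lysis and 6 hr at 25C. Cells were ATM-null patient fibroblasts ([…], hTERT), dosed 60 min, then exposed to the DSB inducer NCS for 30 min.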
Mito fusion yeast: mitochondrial division inhibition or fusion activation; Potency, µM (top dose mostly 46.1 µM), without a hit: top-dose growth rescue (activation), usual class: activators; S. cerevisiae fusion-defective mutant growth rescue, CellTiterGlo 48 h; 320,000 compounds, 0.23% hits; AID 485298;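 also: potency is read from the fitted curve at half-maximal effect; % of control where 0% means no effect; nearly all actives have a fitted effect of over 45% in size; temperature-sensitive fusion mutants such as fzo1-1 at 37 °C on non-fermentable ethanol glycerol medium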
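S. cerevisiae fusion-defective temperature-sensitive mutants (e.g. fzo1-1, mgm1-5) grown 48 h at 37C in YPEG (ethanol/glycerol non-fermentable) medium with 23 nl compound per well; growth rescue read as CellTiterGlo luminescence.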
Eya2 inh: inhibitors of human Eya2 phosphatase activity. O00167. recombinant Eya2, OMFP fluorescence dephosphorylation (OMFP is methylfluorescein phosphate). Potency, µM (top dose mostly 76.9 µM), inactives show top-dose activity, negative = inhibition, usual class: inhibitors. 330,000 compounds, 0.006% hits. AID 488837; also: potency is read from the fitted curve at half-maximal effect; % is scaled to controls: 0 for no effect and ±100 for the full control effect
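Eya2 (0.2 uM) preincubated 10 min at ambient with compound, then OMFP substrate added at 50 uM; 10 min reaction in 50 mM HEPES pH 7.5, 50 mM NaCl, 5 uM MgCl2, 0.05% BSA, 1 mM DTT. Fluorescence read at Ex 485/Em 525 nm.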
PTAP TSG101 blk: blocks PTAP/TSG101 interaction to inhibit HIV-1 budding. Q99816. Fluorescence polarization, FITC-PTAP peptide / Tsg101 binding. AID 493005. 340,000 tested, under 10 active. Potency, µM (top dose mostly 115 µM), for the others: at the top dose activity change, negative = inhibition, hits mostly inhibitors; active = well fitted inhibition curve with a large enough effect in the main read-out, with a control signal flat, not every such curve was filed as active; inconclusive = small, poorly fitted or top-dose-only effect, or effect the other way, or a change in a side signal; inactive = no such curve, though single readings can be large or run the other way; also: potency is read from the fitted curve at half-maximal effect; % of control where 0% means no effect
Target sequence (Q99816 whole entry, looked up): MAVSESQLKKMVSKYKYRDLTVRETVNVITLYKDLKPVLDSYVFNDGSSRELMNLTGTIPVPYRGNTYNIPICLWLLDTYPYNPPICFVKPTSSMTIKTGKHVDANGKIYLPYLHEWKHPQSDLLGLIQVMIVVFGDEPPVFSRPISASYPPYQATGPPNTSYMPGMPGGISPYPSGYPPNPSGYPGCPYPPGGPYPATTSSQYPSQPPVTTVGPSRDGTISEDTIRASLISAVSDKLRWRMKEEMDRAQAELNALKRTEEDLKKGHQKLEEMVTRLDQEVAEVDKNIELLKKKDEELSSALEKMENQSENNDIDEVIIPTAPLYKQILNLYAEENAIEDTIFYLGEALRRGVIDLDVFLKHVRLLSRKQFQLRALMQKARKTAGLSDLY
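Tsg101 binding domain (10 uM final) was mixed with compound and a FITC-labeled PTAP peptide (50 nM final) in HEPES pH 7.5 buffer with NaCl, Tween 20, EDTA and TCEP; fluorescence polarization was read after 20 min at r.t.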
a7 integrin act: activators of alpha7 integrin expression for muscular dystrophy; alpha7betagal myoblasts, beta-gal FDG fluorescence, 48 h; Potency, µM (doses to about 38.3 µM), without a hit: at the highest dose activation, usual class: activators; 350,000 compounds, 0.064% hits;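 also: potency is read from the fitted curve at half-maximal effect; 100% = response of the positive control SU9516; nearly all actives have a fitted effect of over 60% in size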
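Alpha7betagal+/- myoblasts (passage 13) were plated 16-24 hr, then exposed to compounds (1:260 dilution of DMSO stock) for 48 hours at 37C. After MPER lysis, β-galactosidase reporter activity was read as FDG fluorescence (ex 480/em 540) after 30 minutes.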
TCR act: activates T cell receptor signaling. primary human leukocytes, anti-CD3, IL-2 HTRF, 48 h. Potency, µM (doses to about 9.22 µM), for inactives: at the highest dose activation of IL-2 secretion, actives largely listed as activators. 330,000 tested, under 10 active. AID 504894; also: % of control where 0% means no effect
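1) Mix primary human leukocytes, a-CD3 beads and compound. 2) Incubate 48 hr. 3) Add HTRF IL-2 reagents (a-IL-2-K, a-IL-2-d2).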
Tb PFK inh: T. brucei PFK enzyme inhibition. O15648. 330,000 compounds, 0.17% hits. AID 485367. T. brucei PFK, ADP-Glo luminescence. Potency, µM (titrated, usually from 57.5 µM), inactives show top-dose activity, negative = inhibition, most hits filed as inhibitors;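 also: potency is read from the fitted curve at half-maximal effect; 0% = uninhibited 1x PFK enzyme wells and -100% = no-enzyme wells; nearly all actives have a fitted effect of over 60% in size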
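Luminescent ADP detection (ADP-Glo, two-step: ATP depletion then ADP-to-ATP conversion for luciferase) reported PFK activity after 45 min room-temperature reaction of 1.25 nM enzyme with 0.5 mM F6P and 0.1 mM ATP at pH 8.0.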
ELG1 DNA repair: ELG1-dependent DNA repair inhibition | AID 504467 | 330,000 compounds, 2.3% hits | Potency, µM (doses to about 46.1 µM), without a hit: at the top dose activity change, negative = inhibition, usual class: inhibitors | HEK293T ELG1-luciferase reporter, luminescence, 16 h; DNA damage induced by 5-fluorouridine; also: potency is read from the fitted curve at half-maximal effect; % is scaled to controls: 0 for no effect and ±100 for the full control effect; nearly all actives have a fitted effect of over 55% in size
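Luminescence from the luciferase reporter, measured 30 min after ONE-Glo reagent at room temperature, was the read-out. Beforehand, 2,000 cells per well were exposed for 16 hr at 37 °C to 5-fluorouridine together with compound or vehicle.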
TSHR antag: antagonists of human thyroid stimulating hormone receptor; P16473; TSHR-expressing cells, TSH-stimulated cAMP HTRF, 2 h; stronger effect = lower value; activity change, negative = inhibition, % at 11.5 µM; 330,000 compounds, 0.2% hits; AID 504810;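 active = activity change below a set negative limit, meaning inhibition stronger than a set level, cut at about -70% in these data; inconclusive = activity change between two set negative limits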; also: % is scaled to controls: 0 for no effect and ±100 for the full control effect
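Freshly harvested TSHR cells receive pin-tooled compound, then EC80 TSH at 4nM final. After 2 hours at 37 deg C, antibody in lysis buffer and cAMP-d2 are added; 30 minutes at ambient temperature precede the HTRF read.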
The depositor's hits bear a star; ? = inconclusive; . = not tested or not shown; [ ] = dose if it differs, or a comment. Unless noted, calls follow the shape of the dose curve; as a rule, active = well fitted curve in the direction sought with a large enough effect; inconclusive = small, poorly fitted or top-dose-only effect, or another doubt; inactive = no such curve, though single readings can be large; an effect the other way counts as inactive or inconclusive.

SMILES	S-ASM inh	BCR signal inh	AT treatment	Mito fusion yeast	Eya2 inh	PTAP TSG101 blk	a7 integrin act	TCR act	Tb PFK inh	ELG1 DNA repair	TSHR antag
O=C(OC1CCCCC1)c1ccc(NC(=O)C2CCCCC2)cc1	-5%	?	-6%	-5%	1%	-11%	-33%	-1%	3%	?	-26
O=C(COC(=O)CCOc1ccccc1)Nc1ncc(Cl)cc1Cl	17%	-1%	-5%	0%	0%	-1%	-23%	2%	0%	7%	-4
Cc1ccc(NS(=O)(=O)c2ccc3c(c2)n(C)c(=O)n3C)c(C)c1	1%	?	18%	-8%	-7%	-5%	-22%	7%	-1%	28%	-1
Cn1ccc(C(=O)Nc2sc3c(c2C#N)CCC3)n1	1%	2%	-1%	23%	-4%	-1%	-18%	4%	21%	11%	23
CCn1cc(C(=O)Nc2ccc(-n3cnnn3)c(OC)c2)c(=O)c2ccc(C)nc21	.	5%	17%	-2%	-7%	.	.	.	3%	6%	3
O=C(CSc1nc(Nc2ccccc2)nc(N2CCOCC2)n1)N1CCc2ccccc21	-10%	-1%	2%	1%	-5%	-2%	4%	0%	?	?	-1
COCc1cc(C)n(CC(=O)Nc2ccc3c(c2)OCO3)c(=O)c1C#N	7%	2%	-5%	7%	3%	-1%	2%	2%	2%	8%	9
O=C(COC(=O)C1CCN(C(=O)c2ccc(Cl)cc2)CC1)c1ccco1	4%	2%	6%	-1%	4%	2%	22%	6%	1%	-2%	-5
CCOC(=O)N1CCN(S(=O)(=O)c2cc(OCC(N)=O)c(C)cc2Cl)CC1	0%	1%	10%	1%	6%	0%	-9%	-13%	5%	3%	0
O=C(NCCc1csc(-c2cccnc2)n1)c1ccccc1	-2%	-15%	6%	3%	-16%	-4%	11%	-9%	-4%	-5%	-1
CCCCS(=O)CC(O)COCC (stereo not given)	4%	1%	.	0%	-23%	-3%	-4%	.	1%	-2%	-9
Cc1cccc(N2CCN(C(=O)Cc3ccc(-n4c(=O)[nH]c5ccsc5c4=O)cc3)CC2C)c1 (stereo not given)	0%	3%	4%	0%	3%	0%	-6%	-11%[46.1 µM]	4%	?	-3
Cc1csc2ncnc(N3CCN(C(=S)Nc4ccc(F)cc4F)CC3)c12	-4%	?	3%	-8%	11%	-3%	-17%	-7%	4%	?	-19
Fc1ccc(CN2C3=NCCCN3c3ccccc32)cc1	3%	7%	-9%	-2%	-3%	-5%	3%	-11%[46.1 µM]	-26%	-16%	-9
CCN(CC)C(=O)CSc1ncnc2sc(-c3ccccc3)cc12	-6%	20%	7%	20%	8%	-5%	-23%	-1%	-2%	?	-26
CCOC(=O)c1cnc2c(cnn2C)c1NCCCn1ccnc1	-1%	4%	-3%	0%	10%	-2%	-3%	-3%	0%	22%	-10
Cc1c(NC(=O)c2ccc(-c3ccccc3)cc2)cccc1C(=O)O	-1%	?	-10%	-11%	19%	0%	?	4%	4%	?	-12
CCOc1cc(NC(=O)C2CC2)c(OCC)cc1NC(=O)CCn1nnc2ccccc21	2%	1%	2%	-1%	9%	-1%	-9%	-2%[46.1 µM]	-1%	?	0
COc1ccc(-n2nnnc2SCC(=O)c2cccc(OC)c2)cc1	-1%	?	6%	2%	6%	-5%	-5%	0%	0%	5%	-45
CC1=CC2(C#N)C3(N=C(N)C2(C#N)C(c2ccccc2)N1)OCCO3 (stereo not given)	36%	-5%	3%	-12%	-33%	-5%	12%	3%	0%	0%	8
COc1ccc(/C=N/NC(=O)C(C)Sc2ccccn2)cc1[N+](=O)[O-] (stereo not given)	1%	11%	-1%	0%	-6%	1%	-2%	.	-1%	-10%	-3
Cc1cccc(CSc2nc3c(c(=O)n2C)SCC3)c1	-2%	?	-2%	18%	-9%	-1%	-4%	-1%	-2%	15µM*	-27
Cc1cc(Nc2ccccc2C(=O)O)n(-c2ccc([N+](=O)[O-])cc2)n1	5%	8%	-2%	-2%	1%	2%	14%	3%	1%	-21%	-14
CN(C)c1c(-c2ccccc2)cc(-c2ccccc2)[nH]c1=O	.	?	-2%	4%	2%	.	.	.	8%	?	5
COc1cccc(CN2CC(C(=O)NCCOc3ccccc3F)CCC2=O)c1 (stereo not given)	7%	1%	-5%	2%	-4%	1%	2%	0%	3%	11%	7
COc1ccccc1-c1nc(COc2ccc(Cl)cc2Cl)no1	-2%	?	10%	-1%	?	-5%	-19%	-5%	2%	?	-8
CCC(=O)NC(Nc1sc2c(c1C(=O)OC)CCC2)C(Cl)(Cl)Cl (stereo not given)	-14%	?	3%	29%	-9%	-1%	-39%	-5%[46.1 µM]	-3%	?	-72*
CSc1ccc(Cl)c(C(=O)OCC(=O)NC2CC2)c1	-3%	-11%	1%	1%	-12%	-5%	6%	4%	2%	0%	1
COc1ccc(CC(=O)OC(C)CN2CCCCC2)cc1 (stereo not given)	7%	1%	0%[11.5 µM]	-4%	1%	-2%	0%	4%	0%	-1%	-4
CCNC(=O)Cc1ccc(S(=O)(=O)N2CCOCC2)s1	6%	-2%	6%	0%	4%	-8%	-18%	1%	3%	1%	12
Cc1cc(=O)oc2c3c(cc(OCC(=O)NCCN4CCOCC4)c12)OC(C)(C)CC3	31%	8%	-6%	1%	2%	1%	10%	-6%	1%	?	-3
O=C(O)Cc1ccc(C(=O)c2ccc(Cl)cc2)s1	2%	?	1%	-4%	-1%	0%	-11%	1%	4%	?	-8
CCOC(=O)c1ccc(S(=O)(=O)n2c(CN3CCCCC3)nc3ccccc32)cc1	2%	2%	11%	-10%	-4%	-2%	-5%	3%	-2%	3%	-4
CCC(C(=O)NC1CCCCC1)N(Cc1cccs1)C(=O)c1snc(C(N)=O)c1N (stereo not given)	155%[activator]	7%	8%	16%	-21%	-1%	1%	5%	1%	-2%	-3
O=Cc1cn(CC(=O)N2CCOCC2)c2ccccc12	2%	5%	0%	-2%	-26%	-12%	17%	1%[46.1 µM]	0%	-4%	-6

At a glance, 7 of the compounds above.
SMILES	S-ASM inh	BCR signal inh	AT treatment	Mito fusion yeast	Eya2 inh	PTAP TSG101 blk	a7 integrin act	TCR act	Tb PFK inh	ELG1 DNA repair	TSHR antag
COc1ccc(/C=N/NC(=O)C(C)Sc2ccccn2)cc1[N+](=O)[O-] (stereo not given)	1%	11%	-1%	0%	-6%	1%	-2%	.	-1%	-10%	-3
Cc1cccc(CSc2nc3c(c(=O)n2C)SCC3)c1	-2%	?	-2%	18%	-9%	-1%	-4%	-1%	-2%	15µM*	-27
Cc1cc(Nc2ccccc2C(=O)O)n(-c2ccc([N+](=O)[O-])cc2)n1	5%	8%	-2%	-2%	1%	2%	14%	3%	1%	-21%	-14
CN(C)c1c(-c2ccccc2)cc(-c2ccccc2)[nH]c1=O	.	?	-2%	4%	2%	.	.	.	8%	?	5
COc1cccc(CN2CC(C(=O)NCCOc3ccccc3F)CCC2=O)c1 (stereo not given)	7%	1%	-5%	2%	-4%	1%	2%	0%	3%	11%	7
COc1ccccc1-c1nc(COc2ccc(Cl)cc2Cl)no1	-2%	?	10%	-1%	?	-5%	-19%	-5%	2%	?	-8
CCC(=O)NC(Nc1sc2c(c1C(=O)OC)CCC2)C(Cl)(Cl)Cl (stereo not given)	-14%	?	3%	29%	-9%	-1%	-39%	-5%[46.1 µM]	-3%	?	-72*
